Screens (PubChem BioAssay)
L929 necroptosis: L929 zVAD cell death inhibition. viability rescue, % at 10 µM. L929 zVAD necroptosis rescue, ATP luminescence, 24 h; with zVAD 60 µM. AID 1377. 0.38% of 220,000 active;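 active = activation, scaled between plate controls, above about 75%, limit read from the data; inactive = activation under that limit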;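 note: 0% = zVAD with DMSO and 100% = DMSO alone without zVAD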
PGE2 EP2 inh: blocks the human prostaglandin E2 receptor EP2; inhibition, % at 25 µM; 0.52% of 260,000 active; C6 glioma cells expressing human EP2, cAMP TR-FRET; cells stimulated with saturating PGE2; P43116;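 active = percent inhibition above 40 after rounding to a whole number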;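 note: rat C6 glioma host cells with rolipram phosphodiesterase inhibitor present; the protocol text gives 20 µM as final concentration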
14-3-3 Bad inh: disrupts binding of bovine 14-3-3 zeta to phospho-Bad peptide; TR-FRET 14-3-3zeta/Dy647-pBad peptide displacement, 1 h; inhibition, % at 21.7 µM; 0.71% of 220,000 active; AID 781;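 active = inhibition above about 70%, limit read from the data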;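 note: 0% = full 14-3-3 plus peptide FRET controls and 100% = background without 14-3-3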
Target sequence (P63103 whole entry, looked up): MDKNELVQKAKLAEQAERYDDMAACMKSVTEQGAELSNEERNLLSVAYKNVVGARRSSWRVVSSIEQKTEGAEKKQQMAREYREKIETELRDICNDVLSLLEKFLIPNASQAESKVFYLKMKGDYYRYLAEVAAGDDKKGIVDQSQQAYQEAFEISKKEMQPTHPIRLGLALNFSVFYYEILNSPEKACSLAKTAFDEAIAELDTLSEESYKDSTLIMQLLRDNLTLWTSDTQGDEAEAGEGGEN
Rad51 HR inh: blocks human Rad51 in homologous recombination. Q06609. hRad51 DNA strand exchange, fluorescence dequenching. inhibition, % at 10 µM. 0.085% of 200,000 active;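 active = inhibition above 40% at the single screening dose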;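 note: 0% = DMSO control wells and 100% = blanks with heterologous ssDNA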
Target sequence (Q06609 whole entry, looked up): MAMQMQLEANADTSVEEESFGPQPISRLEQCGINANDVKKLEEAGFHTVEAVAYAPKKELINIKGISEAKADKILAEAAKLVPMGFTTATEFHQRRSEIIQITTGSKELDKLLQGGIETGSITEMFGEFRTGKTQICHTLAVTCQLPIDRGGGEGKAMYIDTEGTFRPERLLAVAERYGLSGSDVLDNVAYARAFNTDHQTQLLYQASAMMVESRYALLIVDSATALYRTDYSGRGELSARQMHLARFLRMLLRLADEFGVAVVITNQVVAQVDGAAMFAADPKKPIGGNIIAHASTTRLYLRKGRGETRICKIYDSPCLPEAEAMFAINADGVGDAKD
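System: human Rad51 nucleoprotein filaments preassembled on unlabelled ssDNA. Reagent: labelled 47-mer dsDNA for strand exchange. Schedule: 30-min compound preincubation and 15-min exchange, both room temperature. Measured by: FRET fluorescence dequenching, excitation 485 nm, emission 520 nm. Read-out: Fluorescence-based percent inhibition, control- and blank-normalised. Benchmarks: plate controls and plate blanks.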
eIF4E-4G inh: eIF4E/eIF4G interaction inhibition in translation initiation; inhibition, % at 21.7 µM; TR-FRET eIF4E-eIF4GI(517-606) binding, 2 h; 0.37% of 220,000 active; AID 782;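 active = inhibition above about 30%, limit read from the data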;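 note: 0% = full FRET control wells and 100% = background wells lacking eIF4GI fragment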
Hck-Nef inh: blocks Nef-activated human Hck kinase; P08631; inhibition, % at 20 µM; Recombinant Hck-YEEI plus Nef, Z-Lyte FRET kinase assay; 0.68% of 220,000 active; AID 463187;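 active = Hck-Nef kinase inhibition above about 50%, limit read from the data; inactive = inhibition below that limit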;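 note: 0% = DMSO with Hck plus Nef and 100% = Hck alone without Nef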
Target sequence (P08631 whole entry, looked up): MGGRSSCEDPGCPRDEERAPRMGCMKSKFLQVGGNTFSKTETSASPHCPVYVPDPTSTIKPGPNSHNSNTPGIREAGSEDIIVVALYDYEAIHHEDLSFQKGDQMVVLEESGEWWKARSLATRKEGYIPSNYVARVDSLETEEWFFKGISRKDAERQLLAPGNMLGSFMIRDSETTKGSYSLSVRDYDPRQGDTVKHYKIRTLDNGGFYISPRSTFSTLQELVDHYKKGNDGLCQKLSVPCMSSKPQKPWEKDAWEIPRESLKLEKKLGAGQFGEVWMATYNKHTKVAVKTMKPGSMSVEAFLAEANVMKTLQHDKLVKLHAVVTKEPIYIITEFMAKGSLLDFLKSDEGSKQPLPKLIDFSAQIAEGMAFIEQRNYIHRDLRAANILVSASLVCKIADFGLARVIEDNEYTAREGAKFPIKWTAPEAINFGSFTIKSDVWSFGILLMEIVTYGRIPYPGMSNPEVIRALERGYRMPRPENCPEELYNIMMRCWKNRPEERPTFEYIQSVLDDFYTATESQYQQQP
TbHK1 inh: blocks Trypanosoma brucei hexokinase 1 activity | recombinant TbHK1, G6PDH-coupled NADH A340 | inhibition, % at 10 µM | 0.11% of 220,000 active | AID 1430;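 active = inhibition of 50% or more in the single-dose primary screen; inactive = inhibition below 50%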
EP2 modulator: EP2 receptor (human) modulation; P43116; EP2-expressing cells, cAMP HTRF FRET, PGE2 co-stimulation; induction, % at 25 µM; 0.83% of 260,000 active; AID 940;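 active = compounds whose cAMP rise, as percent of the full-agonist control response, exceeds 60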;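 note: rat C6 glioma line stably carrying human EP2 under a CMV promoter; the protocol text gives 20 µM as final concentration; 100% = response of wells given 1 µM PGE2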
Calpain2 inh: calpain II (pig) inhibition; inhibition, % at 16 µM; 0.37% of 220,000 active; purified calpain II, fluorogenic peptide substrate, 30 min; AID 1236;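 active = inhibition above about 50%, limit read from the data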
* = called active by the depositor; x = not tested or not shown; & = joins results of further samples; [ ] = remark or other dose.

SMILES	L929 necroptosis	PGE2 EP2 inh	14-3-3 Bad inh	Rad51 HR inh	eIF4E-4G inh	Hck-Nef inh	TbHK1 inh	EP2 modulator	Calpain2 inh
Cc1ccc(N2C(=O)NC(NC(=O)C(C)(C)C)(C(F)(F)F)C2=O)cc1 (stereo not drawn)	1.7	10	3	5	1	1	1	8	10
O=C(CSc1ccc(-c2cccc([N+](=O)[O-])c2)nn1)N1CCCCCC1	5.8	8	-11	0	4	29	-4	-9	20
COc1ccc(-c2nnc(SCc3ncc(-c4ccccc4)o3)o2)cc1	0.7	9	8[fluorescence artefact?]	-6	2	2	3	-12	0
Cc1noc(C)c1COC(=O)C(c1ccccc1)c1ccccc1	-0.6	5	-9	1	-3	20	2	75*	58*
COc1cc([N+](=O)[O-])ccc1NC(=O)Oc1ccc(NC(C)=O)cc1	0.2	15	4	18	-2	-2	-17	-6	5
Cn1c(C(=O)N2CCCC(C(=O)NCc3ccc4c(c3)OCO4)C2)cc2sccc21 (stereo not drawn)	0.1	9	5	-2	0	0	-1	-19	-24
CN1C(=O)C(O)(c2sc(N)nc2-c2ccccc2)c2ccccc21 (stereo not drawn)	-0.3	11	-16	2	3	0	0	3	-1
O=c1[nH]n2c(=O)c3c([nH]c2c1N=Nc1cccc(Cl)c1)CCC3	0.3	11	21	x	24[fluorescence artefact?]	10	3	-21	-23
O=C(CCN1C(=O)C2CC=C(Cl)CC2C1=O)Nc1ccccc1O (stereo not drawn)	1.6	2	-6	0	9	-3	5	-4	5
O=C(NC1CCCCC1)C(c1cccnc1)N(C(=O)c1ccc(Cl)nc1)C1CCCCC1 (stereo not drawn)	0.5	12	-12	-4	0	24	4	31	-22
COc1cccc(Nc2nc3ccc(C(=O)c4ccccc4)cc3n3cnnc23)c1	2.5	7	6	-17	5	19	-24	-27	-57
CCN(c1ccccc1)S(=O)(=O)c1ccc(OC)c(NC(=O)CNCC(C)O)c1 (stereo not drawn)	0.1	9	12	6	-6	2	20	0	0
Cc1ccc(NC(=O)Cn2c(=O)oc3ccccc32)cc1	5.7	7	-4	3	0	17	-1	-6	-1
CC1CCC2(CC1)NC(=O)N(Cc1nnc(-c3cccs3)o1)C2=O (stereo not drawn)	1.3	4	22	9	1	17	9	-28	35
CC1Nc2nc(NC(=O)C(C)(C)C)[nH]c(=O)c2N(C)C1C (stereo not drawn)	1.2	9	-27[fluorescence artefact?]	x	0	3	21	6	-11
COc1ccc(C2c3c(oc4ccccc4c3=O)C(=O)N2c2ccccn2)cc1OC (stereo not drawn)	0.0	5	7	x	-1	2	-2	8	10
O=C(CCc1ccccc1)NNC(=O)c1ccccn1	3.6	10&2	-13	29	-3	-11	1	-16&11	1
Cc1noc(C)c1C(=O)N1CCN(Cc2ccc3c(c2)OCO3)CC1	-0.3	8	5	5	-2	0	2	20	-2
COc1ccc(C(=O)NNC(=O)C2CCN(S(=O)(=O)c3ccc(C)cc3)CC2)cc1	0.0	5	-2	x	6	5	1	21	-1
COc1ccc(N=C2NN=C(c3ccc4c(c3)OCCO4)CS2)cc1	-0.1	41*	9	16	0[fluorescence artefact?]	-1	-31	-2	-30
Cc1ccc(S(=O)(=O)CCC(=O)OCC(=O)c2ccc(C)c(C)c2)cc1	0.9	7	-12[fluorescence artefact?]	10	6[fluorescence artefact?]	2	-5	10	-5
CC1CCCCN1Cc1ccc(-c2nn[nH]n2)cc1 (stereo not drawn)	-0.4	7	-7	2	-2	-2	10	7	4
Cn1ncc(N)c1C(=O)Nc1cccc(C(F)(F)F)c1	1.8	4	0	x	-2	-2	-2	5	5
CCc1ccc(NC(=O)c2ccc3c(=O)n4c(nc3c2)CCCCC4)cc1	4.4	11	7	x	0	-5	-9	-19	33
O=C(COC(=O)c1cccc(O)c1)Nc1ccc(OC(F)F)cc1	1.2	5	-3	15	2	-8	-3	-42	0

Other entries:
SMILES	L929 necroptosis	PGE2 EP2 inh	14-3-3 Bad inh	Rad51 HR inh	eIF4E-4G inh	Hck-Nef inh	TbHK1 inh	EP2 modulator	Calpain2 inh
CC(=O)N1CCN(c2ccccc2NC(=O)c2ccc(-c3cccc([N+](=O)[O-])c3)o2)CC1	2.7	15	-2	x	-3	16	0	-33	1
CC1(C)CC(=O)C([N+](=O)[O-])=C(NCCCO)C1	0.9	2	-11	1	1[fluorescence artefact?]	4	-19	9	6
Cc1ccccc1NC(=O)CCC(=O)OCC(=O)c1ccc(-c2ccccc2)cc1	1.1	13	3[fluorescence artefact?]	-4	-15	1	10	-23	-58
CCn1c2ccccc2c2nc3ccccc3nc21	2.4	6	4	2	4[fluorescence artefact?]	7	-11	62*	-56
C[C@@H](C(=O)Nc1ccc2ccccc2c1)[C@H]1C[C@]1(C)[C@H](NC(=O)c1cnccn1)c1ccccc1	1.4	21	-13[fluorescence artefact?]	-3	0	-6	-4	-7	-15
COC(=O)CSc1nnc(-c2ccoc2C)n1-c1ccc(OC)cc1	-0.3	14&13	-14	8	-2	0	-5	42&40	-49
CCCC(=O)c1cc2ccccc2oc1=O	0.0	11	11	-4	15	4	-9	17	-10
CCOC(=O)N1CCC(N2CCN(Cc3ccc(F)c(F)c3)C(CCO)C2)CC1 (stereo not drawn)	0.2	6	-12	1	-3	23	-1	6	-3
CCOC(=O)N1CCN(C(=S)Nc2ccccc2C(C)C)CC1	0.0	9	2	2	-1	15	7	0	25
Cc1ccccc1C(=O)NC(CC(C)C)C(=O)OCC(=O)c1c(N)n(C)c(=O)n(C)c1=O (stereo not drawn)	1.8	6	-10	-3	0	-10	1	28	-18
O=C1Nc2ccccc2OC1CC(=O)N1CCCC1 (stereo not drawn)	1.4	10	-8[fluorescence artefact?]	-1	5	2	-1	-11	0
O=C(Nc1nc2c(F)cc(F)cc2s1)c1ccccn1	5.9	9	-14	-8	-1	-5	-6	-47	-78
CCOP(=O)(OCC)C(Nc1cccc([N+](=O)[O-])c1)c1ccccc1 (stereo not drawn)	0.4	12	-9	15	-3	3	-1	-19	5
[O-]/C(=C(\C(=S)NCc1ccc2c(c1)OCO2)[n+]1ccccc1)c1ccc(Cl)s1	0.1	4	-3	-2	1	-9	8	-74	20
CCOc1ccccc1C(=O)NCC(=O)NCCCc1ccccc1	3.8	12	-9	2	-1	27	-5	-27	-19
O=C(CO/N=C/c1ccc(OC(F)F)cc1)NCc1ccc(F)cc1	0.7	2	0	5	1	-7	-6	-41	-6
CN1CCN(C(=O)c2cc(-c3ccco3)on2)CC1	0.2	0	5	0	4	1	-7	0	-10
COc1ccccc1C(=O)N/C(N)=N/c1nc2ccccc2o1	0.0	10	3	-5	3	2	-41	26	-4
Cc1ccccc1N1CCN(CCN2C(=O)CC(=C3c4ccccc4-c4ccccc43)C2=O)CC1	0.0	-1	x	-27	x	9	-11	x	x
COCC(=O)N(CCc1ccc(OC)c(OC)c1)Cc1cc2cc(C)ccc2nc1Cl	-0.3	9	-9	1	0	-5	-6	2	2
Nc1cc(C(=O)OCC(=O)NCc2ccc(F)cc2)ccc1Cl	0.5	0	1	7	16	8	6	-28	-32
CCN(Cc1ccccc1)C(=O)CSc1ccccc1C(=O)O	2.2	4	2	-5	3	-2	0	20	-20
Cc1ccc(NC(=S)N(Cc2cccc(Br)c2)CC2CCC(C(=O)O)CC2)cc1 (stereo not drawn)	0.7	8	-8	x	-3	4	-10	7	-1
O=C(c1cnccn1)N1CCc2ccccc2C1	2.3	5	93*	1	-1	8	3	24	-24
COc1cc(NS(=O)(=O)c2cccc3nsnc23)c(C(=O)O)cc1OC	1.1	14	2	1	-2	-1	-7	10	7

Further entries:
SMILES	L929 necroptosis	PGE2 EP2 inh	14-3-3 Bad inh	Rad51 HR inh	eIF4E-4G inh	Hck-Nef inh	TbHK1 inh	EP2 modulator	Calpain2 inh
Fc1ccc(NC(=S)Nc2ccc(Cl)cc2)cc1	0.5	5	-7	-15	-5	21	-3	-56	-33
CC(Sc1nnc(C2CCCCC2)n1N)C(=O)NCc1ccc2c(c1)OCO2 (stereo not drawn)	0.6	10	-2[fluorescence artefact?]	16	-10	2	3	9	-18
CCC1=C(OC(=O)N(CC)CC)N2C(=O)OC(=NCc3ccccc3)[C@]2(C)[C@H]2C1=CC[C@H]1C(=O)NC(=O)[C@H]12	-0.4	20	-8	0	-1	28	-7	-2	-31
Cc1c(NC(=O)c2cc(-c3cccs3)on2)c(=O)n(-c2ccccc2)n1C	0.7	5	1	-2	-6	2	-1	-13	22
CO/N=C(/CS(=O)(=O)c1ccc(Br)cc1)c1ccc(OC)cc1	1.0	7	-4	-5	0	-3	3	-13	-5
CCc1cccc2c1NC(=O)C21N2CCCC2C(C(=O)c2ccc3ccccc3c2)C12C(=O)Nc1ccccc12 (stereo not drawn)	17	5	3[fluorescence artefact?]	4	6	1	-13	16	-61
N#Cc1c(NCCCO)nc(NCc2ccccc2)c2c1CCN(Cc1ccccc1)C2	-0.4	12	-5[fluorescence artefact?]	-3	8[fluorescence artefact?]	21	-16	42	-470
CCN(CC)CCn1c(=N)n(CCOc2ccccc2)c2ccccc21	-1.5	12	0	5	3	-1	11	4	6
O=C(O)C(CC1CCCCC1)N1CCS(=O)(=O)CC1 (stereo not drawn)	-1.1	3	7	-7	-1	7	-1	3	31
Cn1cccc1C1C(C#N)=C(N)OC2=C1C(=O)CC(C)(C)C2 (stereo not drawn)	0.3	3	-16	x	-2	19	3	17	15
Cc1ccc(/C=N/NC(=O)CNC(=O)c2cccc([N+](=O)[O-])c2C)o1	3.8	4	-19	4	0	22	-8	-28	-21
O=C(CCOc1ccccc1)Nc1nnc(-c2ccc3c(c2)OCCO3)o1	1.7	9	-16	4	-7	-5	1	-12	26
Cc1cc(C)n(C(=O)c2ccncc2)n1	-0.1	11	8	5	-3[fluorescence artefact?]	1	5	11	-18
CCN(CC)S(=O)(=O)c1cccc(NC(=O)c2ccc(Br)cc2)c1	0.6	10	4	x	-2	10	6	-52	38
CC(=O)N(Cc1ccco1)C1(C(=O)NC2CCCCC2)CCCCC1	2.6	9	6	4	2	3	27	3	6
O=C1C=C(NCc2ccccc2)C2(CCCCC2)O1	0.0	10	15	-6	0	3	7	8	-16
Cc1sc2ncnc(NCCN3CCOCC3)c2c1C	-1.2	-1	15	-5	-1	-11	23	0	-4
O=C(NC(=S)N1CCOCC1)c1ccc([N+](=O)[O-])cc1	-0.2	11	0	-1	8	1	-9	5	5
Cc1ccc(/C=N/Nc2cc(C)nc(N3CCOCC3)n2)cc1	3.0	10	2	21	-5	17	-64	-19	1
Cc1ccc(CN2CCN(/N=C\c3cccc([N+](=O)[O-])c3)CC2)cc1	1.1	3	-12	-2	-1	20	-1	-14	4
O=C1Nc2ccccc2C(O)(C(=O)N2CCCCC2)N1c1ccccc1 (stereo not drawn)	1.5	5	1	-1	2	1	12	1	5
Cc1cccc2cc(/C=N/Nc3ccc(C(=O)O)cc3)c(Cl)nc12	1.4	12	-4	8	-9	-15	-22	14	26
Cc1ccnc(NC(=O)Cn2ccc([N+](=O)[O-])n2)c1	0.5	12	-4[fluorescence artefact?]	4	8	4	-7	-4	-10

Compound profiles (already shown). Order of values: L929 necroptosis, PGE2 EP2 inh, 14-3-3 Bad inh, Rad51 HR inh, eIF4E-4G inh, Hck-Nef inh, TbHK1 inh, EP2 modulator, Calpain2 inh
`COCC(=O)N(CCc1ccc(OC)c(OC)c1)Cc1cc2cc(C)ccc2nc1Cl` reads -0.3, 9, -9, 1, 0, -5, -6, 2, 2
`Cc1cc(C)n(C(=O)c2ccncc2)n1` reads -0.1, 11, 8, 5, -3[fluorescence artefact?], 1, 5, 11, -18
`CCN(c1ccccc1)S(=O)(=O)c1ccc(OC)c(NC(=O)CNCC(C)O)c1` (stereo not drawn) reads 0.1, 9, 12, 6, -6, 2, 20, 0, 0
`Cc1ccccc1N1CCN(CCN2C(=O)CC(=C3c4ccccc4-c4ccccc43)C2=O)CC1` reads 0.0, -1, x, -27, x, 9, -11, x, x

Some of the compounds tested; the hit share may differ from the screen's.
